# Nrf2 block = inhibitors of Nrf2 signaling; A549 ARE-Fluc reporter, luciferase luminescence, 18-24 h; Potency, µM (top dose mostly 46 µM), without a hit: at the top dose activity change, negative = inhibition, usual class: inhibitors; 2.1% of 360,000 active; AID 504444; note: potency is the fitted concentration of half-maximal effect; % is set by controls: 0 for no effect and ±100 for the full control effect; nearly all actives have a fitted effect of over 60% in size
#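 Reporter: ARE-Fluc in A549. Exposure: 18-24 h, 37 °C, 5% CO2, 5% FBS OPTI-MEM. Readouts: fluorescent cytotoxicity (CellTiter-Fluor), then luminescent Nrf2 signal after BugLite.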
# HepG2 tox = counter-screen for TGF-b inhibitors: cytotoxicity in HepG2 cells; HepG2 CAGA-GFP viability, ATP luminescence, 18 h; Potency, µM (highest dose often 46.1 µM), without a hit: at the highest dose activity change, negative = cytotoxicity, usual class: cytotoxic; 0.76% of 410,000 active; note: potency is the fitted concentration of half-maximal effect; some results filed as inactive show a strong effect at the top dose
#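 HepG2 CAGA-GFP cells (1000/well, DMEM with 1% FBS) received compound, then TGF-beta at 500 pg/mL final, and were incubated 18 hours at 37 degrees C. Viability was read by CellTiter-Glo luminescence. Media-only wells were set as complete cell-killing and DMSO as no toxicity.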
# ATXN2 expr inh = reduces ATXN2 reporter expression in HEK-293 cells; HEK-293 ATXN2-luciferase reporter, luminescence, 24 h; 0.72% of 360,000 active; Potency, µM (series often up to 57 µM), for inactives: top-dose activity change, negative = inhibition, actives largely listed as inhibitors; note: potency is the fitted concentration of half-maximal effect; % is set by controls: 0 for no effect and ±100 for the full control effect; nearly all actives have a fitted effect of over 55% in size
#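 ATXN2-luciferase reporter cells (luciferase flanked by upstream and downstream ATXN2 gene portions) were treated 24 h at 37 °C with compounds at up to 57 uM. SteadyGlo luminescence gave expression; GF-AFC fluorescence gave viability.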
# IL-1B inflam inh = blocks inflammasome-driven IL-1 beta release. THP-1 LPS/ATP IL-1B secretion, AlphaLISA, 16 h; hits give low values. activity change, % at 57.5 µM. 4.7% of 360,000 active; in the data active = activity change below about -50%; inconclusive = mostly about -30% to -49%; note: % is set by controls: 0 for no effect and ±100 for the full control effect
#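 THP-1 cells pretreated 1 hr with compounds (up to 57.5 uM final), then stimulated with LPS (250 ng/mL final) plus ATP (1.25 mM final); secreted IL-1B measured by AlphaLISA after 16 hr, decreased signal indicating inhibition.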
# A549 viability = counter-screen for Nrf2 inhibitors: cytotoxicity in A549 cells. A549 ARE-Fluc cells, CellTiter-Fluor viability, 18-24 h. Potency, µM (titrated, usually from 46 µM), without a hit: at the top dose activity change, negative = cytotoxicity, hits mostly inhibitors. 0.16% of 390,000 active. AID 504648; note: potency is the fitted concentration of half-maximal effect; % is set by controls: 0 for no effect and ±100 for the full control effect
#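 Cytotoxicity counterscreen: CellTiter-Fluor fluorescence was measured in A549 ARE_Fluc cells after 18-24 h of compound exposure in a concentration series. The subsequent BugLite luminescent read reports ARE-luciferase activity.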
# MCF10A rereplic = inducers of DNA re-replication in MCF 10A breast cells | MCF 10A DNA re-replication, Hoechst nuclear intensity, 48 h | Potency, µM (titrated, usually from 46.1 µM), for the others: at the highest dose activity, positive = re-replication, actives largely listed as activators | AID 624296 | 2.9% of 350,000 active; note: potency is the fitted concentration of half-maximal effect; % of control where 0% means no effect; nearly all actives have a fitted effect of over 50% in size
# S2 tox = viability counter-screen for ATXN expression inhibitors. S2 cells (HEK-293 line with an ATXN2-luciferase reporter) viability, CellTiter-Fluor protease fluorescence, 24 h. Potency, µM (titrated, usually from 56.7 µM), most hits filed as cytotoxic. 0.49% of 400,000 active. AID 651635; note: potency is the fitted concentration of half-maximal effect; nearly all actives have a fitted effect of over 40% in size
# TGFb inhibitor = blocks TGF-b signaling; HepG2 CAGA-GFP TGF-b/SMAD3 reporter, GFP fluorescence, 18 h; TGF-beta stimulated, 500 pg/mL final; Potency, µM (series often up to 46.1 µM), for the others: at the top dose activity, negative = inhibition, hits mostly inhibitors; 1.2% of 410,000 active; AID 588855; note: potency is the fitted concentration of half-maximal effect; % is set by controls: 0 for no effect and ±100 for the full control effect; nearly all actives have a fitted effect of over 65% in size
#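 Smad-responsive CAGA-GFP expression was quantified in HEPG2 cells exposed to compounds and 500 pg/mL final TGF-beta for 18 h at 37 degrees C; unstimulated wells defined full inhibition.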
# Nrf2 ARE act = activators of Nrf2 (ARE) signaling. AREc32 ARE-luciferase reporter (MCF7-derived line), luminescence, 24 h. 0.31% of 410,000 active. Potency, µM (series often up to 46.1 µM), without a hit: top-dose activation, most hits filed as activators; note: potency is the fitted concentration of half-maximal effect; % of control where 0% means no effect; nearly all actives have a fitted effect of over 65% in size
#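 Nrf2 activation is followed as ARE-luciferase induction in the AREc32 line after one day of compound treatment; luminescence is read with Steady-Glo.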
# Numbers without * were called inactive; i = inactive; ? = inconclusive; · = not tested or not shown; & = joins results of further samples; [ ] = remark or other dose. Unless noted, calls come from the whole dose curve; as a rule, active = well fitted curve in the direction sought with a large enough effect; inconclusive = small, poorly fitted or top-dose-only effect, or another doubt; inactive = no such curve, though single readings can be large; an effect the other way counts as inactive or inconclusive.
1) CN(C)c1ccc(NC(=O)Nc2ccc3c(c2)c(=O)n(C)n3-c2ccccc2)cc1
2) CC(=O)c1ccc(-c2c(CCO)sc3ccccc23)cc1
3) Cc1cc(NC(=O)c2ccc(Br)c(S(=O)(=O)N3CCCC3)c2)no1
4) C[C@H]1CN([C@@H](C)CO)C(=O)c2cc(Br)cnc2O[C@@H]1CN(C)S(C)(=O)=O
5) COCCCNCCCCSc1ccc(Cl)cc1
6) CC(C)(C)OC(=O)N[C@@H](Cc1ccccc1)C(=O)N1CCC(C(=O)N[C@@H](Cc2c[nH]c3ccccc23)C(=O)O)CC1
Screen / compound no.	1	2	3	4	5	6
Nrf2 block	·	·	?	·	0.6%	7.3%
HepG2 tox	-12.4%	·	-22.7%	-1.9%	-71.8%	-0.3%
ATXN2 expr inh	-7.0%	37.8%[activator]	-11.0%	4.7%	-32.3%	·
IL-1B inflam inh	-23.6	23.3	48.0	9.7	-15.5	1.7
A549 viability	·	·	-9.3%	·	1.1%	10.0%
MCF10A rereplic	·	·	-2.4%	·	?	0.6%
S2 tox	?	i	i	i	·	?
TGFb inhibitor	12.4%	·	5.9%	14.5%	8.2%	4.1%
Nrf2 ARE act	0.3%	1.3%	0.3%	0.4%	0.0%	0.3%

7) CC(Sc1nc2c(c(=O)[nH]1)CCCC2)C(=O)Nc1ccccc1C#N (stereo unspecified)
8) CSc1cccc(CN2CCCC(CO)(Cc3cccc(Cl)c3)C2)c1 (stereo unspecified)
9) Cc1cccc(Cn2c(COc3ccc(Cl)cc3)nc3ccccc32)c1
10) O=C(Cn1c(-c2cccs2)cc2cc(F)ccc21)NCCCN1CCN(c2ccc(F)cc2)CC1
11) Cn1c(OCc2cccnc2)nc2c1c(=O)n(Cc1ccccc1)c(=O)n2C
12) O=C(CN1CCc2ccccc21)NC(=O)NC1CCCCC1
Screen / compound no.	7	8	9	10	11	12
Nrf2 block	-4.6%	12.1%	-5.7%	0.1%	·	-9.7%
HepG2 tox	-4.8%	-2.3%	-27.3%	-21.6%	-5.8%	-15.1%
ATXN2 expr inh	2.6%	2.1%	10.3%	2.0%	-0.7%	0.1%
IL-1B inflam inh	35.3	-7.6	·	·	12.4	0.0
A549 viability	-1.8%	-0.8%	11.2%	-2.1%	11.7%	0.4%
MCF10A rereplic	13.3%	-1.1%	·	·	29.8%	-4.6%
S2 tox	i	i	i	?	i	i
TGFb inhibitor	3.7%	1.0%	?	-16.3%	5.6%	-22.0%
Nrf2 ARE act	0.3%	-0.6%	8.0%	8.9%	-0.2%	1.4%

13) COc1ccc(NS(=O)(=O)c2ccc(N3CCOCC3)c(NC(=O)c3cccc(F)c3)c2)cc1
14) C=CCN1c2ccccc2[C@]23C[C@@H](C(=O)OC)N(C(=O)NC4CCCC4)C2=NC(C(=O)OC)=C(C(=O)OC)[C@H]13
15) Cc1ccccc1S(=O)(=O)c1c(C)cc(C)n(C(C)C)c1=O
16) CC(C)c1ccc(CCNC(=O)CSC(=S)N2CCCC2)cc1
17) COc1ccc(-n2nc(C(=O)NCC(=O)N3CC(C)CC(C)C3)c3ccccc3c2=O)cc1OC (stereo unspecified)
18) COc1ccc(NC(C)=[N+](C)CCNS(=O)(=O)c2ccc(Cl)cc2)cc1Cl
Screen / compound no.	13	14	15	16	17	18
Nrf2 block	?	-4.8%	10.9%	-2.6%	-27.5%	-1.9%
HepG2 tox	3.2%	0.6%	-14.4%	-20.6%	-0.4%	-29.4%
ATXN2 expr inh	-24.1%	4.4%	-9.4%	-1.9%	-3.3%	?
IL-1B inflam inh	-28.8	-0.7	0.2	-0.9	?	-27.4
A549 viability	-5.6%	2.4%	3.3%	-0.2%	-15.0%	-1.6%
MCF10A rereplic	7.0%	-2.8%	22.0%	?	?	?
S2 tox	i	i	i	i	i	?
TGFb inhibitor	-6.6%	4.4%	1.2%	-12.9%	15.8%	2.0%
Nrf2 ARE act	0.3%	0.1%	0.1%	-1.8%	0.5%	0.3%

# Single records (already shown). Values in the order: Nrf2 block | HepG2 tox | ATXN2 expr inh | IL-1B inflam inh | A549 viability | MCF10A rereplic | S2 tox | TGFb inhibitor | Nrf2 ARE act
# `Cc1ccccc1S(=O)(=O)c1c(C)cc(C)n(C(C)C)c1=O` is listed as 10.9% | -14.4% | -9.4% | 0.2 | 3.3% | 22.0% | i | 1.2% | 0.1%
# `COc1ccc(NS(=O)(=O)c2ccc(N3CCOCC3)c(NC(=O)c3cccc(F)c3)c2)cc1` is listed as ? | 3.2% | -24.1% | -28.8 | -5.6% | 7.0% | i | -6.6% | 0.3%

# The list continues:
19) COc1cc(O)c(C(CCN2CCOCC2)c2ccc3c(c2)OCO3)c(OC)c1 (stereo unspecified)
20) COc1ccc(NC(=O)C2CCC(=O)N2C(=O)OCc2ccccc2)cc1 (stereo unspecified)
21) Cc1cc(C)cc(C(=O)N/N=C/c2ccoc2)c1
22) Nc1ccccc1Sc1ccc(C(=O)c2ccccc2C(=O)O)cc1[N+](=O)[O-]
23) CCOC(=O)c1ccc(NCc2nc3ccccc3[nH]2)cc1
24) Cn1c(CNC(=O)Nc2ccccc2Cl)nnc1SCc1ccccc1
Screen / compound no.	19	20	21	22	23	24
Nrf2 block	4.1%&11.9%	?	3.4%	9.1%	?	?
HepG2 tox	-10.5%&-26.3%	3.9%	1.7%	3.5%	-22.8%	-22.7%
ATXN2 expr inh	-4.5%	2.8%	14.8%	-1.9%	56.9%[activator]	-6.9%
IL-1B inflam inh	-23.3	16.6	-10.6	8.9	12.8	5.9
A549 viability	-0.9%&-2.2%	?	1.9%	-11.3%	5.3%	3.2%
MCF10A rereplic	4.4%	-4.1%	-3.6%	-13.6%	-4.2%	-0.8%
S2 tox	i	i	i	i	i	i
TGFb inhibitor	?	-3.5%	-1.6%	16.3%	-7.8%	3.7%
Nrf2 ARE act	0.8%	-0.3%	-0.4%	0.4%	11.3%	0.6%

25) NC(=O)CSc1nc2c(sc3ccccc32)c(=O)n1CCCC(=O)NCC1CCCO1 (stereo unspecified)
26) Cn1cc(C2CC(c3ccccc3)=NN2C(=O)c2ccccc2)c2ccccc21 (stereo unspecified)
27) O=C(Nc1nc2ccccc2n1CCN1CCOCC1)c1ccccc1
28) Cc1c(OCC(=O)NC(Cc2ccc(Cl)cc2)C(=O)O)ccc2c3c(c(=O)oc12)CCC3 (stereo unspecified)
29) Cc1ccc(C)c(NC(=O)CCc2c(C)n(C)c3cc(-c4ccccc4C)nn3c2=O)c1
30) O=C1C2C3C=CC(CC3)C2C(=O)N1c1cccc(C(F)(F)F)c1 (stereo unspecified)
Screen / compound no.	25	26	27	28	29	30
Nrf2 block	-21.2%	-7.5%	0.3%	-3.6%	·	-3.5%
HepG2 tox	4.8%	-43.7%	-28.1%	2.2%	-32.4%	-13.9%
ATXN2 expr inh	4.5%	3.5%	-18.0%	1.5%	·	-10.4%
IL-1B inflam inh	8.6	-3.0	6.4	3.0	·	-10.7
A549 viability	-2.3%	-16.9%	-0.5%	7.9%	2.5%	2.6%
MCF10A rereplic	-0.6%	5.8µM*	0.1%	-37.2%[inhibitor]	·	4.4%
S2 tox	i	i	i	i	·	i
TGFb inhibitor	32.2%	3.4%	18.4%	4.2%	?	-8.7%
Nrf2 ARE act	-0.6%	2.6%	-0.7%	-0.9%	5.7%	-0.7%

31) CCC1=Nc2cc(C(=O)NCC3CCCO3)ccc2Sc2ccc(Br)cc21 (stereo unspecified)
32) CCCCN1CCCCC1C(=O)Nc1c(C)cccc1C (stereo unspecified)
33) COc1cccc(C=Nc2ccc3c(c2)CCC3)c1O
34) O=C(Nc1ccon1)c1csc2ccccc12
35) COc1ccc(C2=NOC(C(=O)Nc3cc(Br)ccc3O)C2)cc1OC (stereo unspecified)
36) Cn1ccsc1=NC(=O)c1ccccc1OC(F)F
Screen / compound no.	31	32	33	34	35	36
Nrf2 block	?	-2.8%	11.5%	·	-27.0%	3.8%
HepG2 tox	-15.9%	-21.7%	2.7%	0.3%	0.0%	-9.1%
ATXN2 expr inh	·	-13.5%	6.1%	20.1%	-25.7%	-1.8%
IL-1B inflam inh	101.5	6.2	36.5	-1.8	-0.7	-7.5
A549 viability	1.9%	-14.5%	-1.1%	-3.3%	-13.7%	-0.8%
MCF10A rereplic	?	8.5%	0.3%	-15.9%	?	0.0%
S2 tox	?	i	i	i	i	i
TGFb inhibitor	11.2µM*	-18.5%	-13.7%	-6.4%	?	-12.7%
Nrf2 ARE act	-1.7%	0.5%	-0.9%	4.3%	20.1%	-0.7%

37) O=C(Nc1nc(-c2ccc(F)cc2)cs1)C1CCCO1 (stereo unspecified)
38) Cc1ccccc1-c1noc(-c2cccnc2N(C)Cc2ccc(Cl)cc2)n1
39) O=C(CSc1n[nH]c(-c2cccs2)n1)N1CCCc2ccccc21
40) CCN(CC(=O)Nc1cc(Cl)ccc1C)c1ncnc2sc(C)c(C)c12
41) Cn1c(SCC(=O)NCc2ccccc2)nc2ccccc21
42) Cc1ccc(S(=O)(=O)N2CCC(N3CCCCCC3)CC2)cc1
43) CN1CCN(C(=O)c2ccc(CS(=O)(=O)c3c(Cl)cccc3Cl)o2)CC1
44) COc1cc(/C(C)=N/NC(=O)Cc2c(C)[nH][nH]c2=O)ccc1O
Screen / compound no.	37	38	39	40	41	42	43	44
Nrf2 block	2.5%	-7.2%	-7.8%	?	?	15.2%	6.1%	-4.8%
HepG2 tox	-1.9%	-14.1%	-16.8%	0.5%	-22.2%	-20.6%	3.0%	6.8%
ATXN2 expr inh	43.3%[activator]	15.3%	-1.9%	-13.9%	-2.0%	-5.7%	5.3%	-0.8%
IL-1B inflam inh	-55.7*	·	12.9	-61.2*	0.0	-26.6	-14.7	8.1
A549 viability	-4.9%	0.7%	11.6%	-2.7%	6.1%	7.9%	3.7%	0.1%
MCF10A rereplic	3.1%	·	2.6%	?	14.2%	-181.6%[0.0737 µM]	24.0%	-0.2%
S2 tox	i	i	i	i	i	i	i	i
TGFb inhibitor	9.7%	-9.0%	11.6%	-3.3%	1.2%	-11.3%	-0.6%	-2.8%
Nrf2 ARE act	2.4%	-0.6%	-0.6%	-0.2%	2.5%	0.1%	-0.3%	-1.0%[9.22 µM]
